CaV13 FRET inh: Disruptors of the CACNA1D IQ motif to Ca2+-dependent inactivation inhibitor domain association, primary screening, Förster resonance energy transfer in intact living …; HEK cells, CFP/YFP FRET ICDI-IQ, plate reader, 10 min; percent FRET-ratio fall versus neutral wells; inhibition, % at 12.3 µM; 340,000 compounds, 0.098% hits; AID 743397;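 active = mean replicate inhibition of at least 30% and at least 1% of replicates passing that level; inconclusive = only one of the two criteria is met; inactive = neither criterion is met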;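 note: 0% = median of the neutral control wells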
Vif imaging: blocks HIV Vif function; HEK293T cells, Vif self-association by quenched fluorescence, imaging, 24 h; 340,000 compounds, 0.35% hits; inhibition, % at 7.49 µM; in the data active = inhibition above about 50%, passing the limit was not always enough; inconclusive = no clear call, values can overlap the other calls; inactive = below about 31%; note: some results filed as inactive read as strong as hits
PDI turbidity: PDI (human) enzyme inhibition. inhibition, % at 10 µM. 350,000 compounds, 0.052% hits. P07237. PDI insulin aggregation turbidity, A650, 90 min. AID 588391;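 active = mean inhibition across replicates of 30% or more, whatever share of single replicates reach that level; inconclusive = mean inhibition below 30% while every single replicate reaches 30%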;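 note: absorbance from insulin aggregation driven by PDI reduction with DTT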
Target sequence (P07237 whole entry, looked up): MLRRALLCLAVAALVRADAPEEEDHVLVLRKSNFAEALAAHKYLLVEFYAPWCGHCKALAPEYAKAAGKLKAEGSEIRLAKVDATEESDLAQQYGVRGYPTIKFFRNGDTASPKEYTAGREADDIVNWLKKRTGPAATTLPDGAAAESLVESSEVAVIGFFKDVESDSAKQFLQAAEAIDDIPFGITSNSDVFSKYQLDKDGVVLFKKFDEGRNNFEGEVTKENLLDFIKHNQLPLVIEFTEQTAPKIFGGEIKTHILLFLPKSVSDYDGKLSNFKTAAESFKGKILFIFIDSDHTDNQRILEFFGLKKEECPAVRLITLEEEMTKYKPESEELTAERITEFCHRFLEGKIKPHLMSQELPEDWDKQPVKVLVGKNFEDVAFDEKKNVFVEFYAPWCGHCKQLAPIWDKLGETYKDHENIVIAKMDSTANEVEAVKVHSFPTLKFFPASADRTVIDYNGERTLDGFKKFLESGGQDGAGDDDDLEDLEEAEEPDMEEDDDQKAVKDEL
KKLEB tox: counter-screen for CF NF-kB inhibitors: cytotoxicity; KKLEB CF airway cells viability, ATPlite luminescence, overnight; hits give low values; cells stimulated with P. aeruginosa culture filtrate; activity change (cytotoxicity), % at 5 µM; 360,000 compounds, 0.36% hits;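 active = corrected activity change at or below -50% at 5 µM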
MITF TRPM1 inh: inhibitors of MITF-driven TRPM1 promoter in melanoma cells; SK-MEL-5 TRPM1 promoter luciferase, 24 h; inhibition, % at 12.5 µM; 330,000 compounds, 0.83% hits;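 active = mean inhibition across replicates of 60% or more, whatever share of single replicates reaches that level; inconclusive = some that reach 60%, reason not given; inactive = mean inhibition across replicates below 60%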; note: values of inactives mirror those of a sister screen read the other way
Shn3 inh set2: reduces Shn3 3'UTR luciferase signal in osteoblasts | inhibition, % at 12.5 µM | 360,000 compounds, 0.52% hits | Clone20 osteoblast Shn3 3'UTR firefly luciferase, 24 h;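 active = mean inhibition of at least 75% with every replicate also reaching 75%; inconclusive = mean inhibition at least 75% but some replicate below; inactive = mean inhibition below 75%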;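 note: 0% = median of neutral control wells and 100% = pilot-screen positive control compound; some compounds past the cut are filed as inactive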
HIF-2a inh: inhibitors of HIF-2a; inhibition, % at 18.8 µM; 786-0 RCC cells HIF-2a reporter, luciferase luminescence, overnight; AID 624352; 360,000 compounds, 0.72% hits;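 active = inhibition of the luminescence signal of 40% or more relative to plate controls, in a single-dose primary screen at 18.75 µM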
Peg3 promoter: reduces Peg3 promoter-driven luciferase expression in HeLa | inhibition, % at 20 µM | 360,000 compounds, 1.7% hits | HeLa PEG-Prom luciferase reporter, luminescence, overnight;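 active = inhibition of at least 50% at 20 µM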
CF NFkB inh: cystic fibrosis NF-kB activation inhibition; KKLEB NF-kB-GFP reporter, PAF-induced, GFP fluorescence overnight; inhibition, % at 5 µM; 360,000 compounds, 0.86% hits;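 active = at least 50% inhibition at 5 µM, scaled per plate between neutral and stimulator controls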;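 note: PAF is a Pseudomonas aeruginosa culture filtrate used as stimulus; plate controls were PAF-stimulated DMSO wells for no effect and unstimulated DMSO wells for full effect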
NR2E3 ag-1: human photoreceptor-specific nuclear receptor agonism; inhibition of corepressor binding, % at 3.98 µM; Q9Y5X4; 360,000 compounds, 0.35% hits; AID 602229; CHO-S Gal4-NCOR/VP16-NR2E3 two-hybrid, luciferase;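 active = inhibition above the mean of all tested compounds plus 3 SD, cut at about 70% in these data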;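 note: 0% = DMSO with NR2E3 transfected cells and 100% = cells lacking NR2E3 construct; higher means lower luciferase signal from less NR2E3 corepressor binding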
Target sequence (Q9Y5X4 whole entry, looked up, the tested form may be a part): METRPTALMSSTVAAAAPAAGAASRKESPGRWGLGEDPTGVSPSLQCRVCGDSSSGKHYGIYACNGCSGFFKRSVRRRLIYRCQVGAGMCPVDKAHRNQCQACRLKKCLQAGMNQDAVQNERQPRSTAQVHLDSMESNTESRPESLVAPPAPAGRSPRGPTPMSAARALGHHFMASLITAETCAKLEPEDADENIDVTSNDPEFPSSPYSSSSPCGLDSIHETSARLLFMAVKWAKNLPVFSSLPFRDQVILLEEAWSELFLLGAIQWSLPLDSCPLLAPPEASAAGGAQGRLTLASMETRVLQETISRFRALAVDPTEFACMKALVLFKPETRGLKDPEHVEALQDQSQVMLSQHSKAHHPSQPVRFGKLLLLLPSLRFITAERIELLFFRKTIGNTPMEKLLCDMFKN
NR2E3 ag-2: agonists of human nuclear receptor NR2E3; Q9Y5X4; GST-NR2E3/biotin-RetCOR TR-FRET, 1536-well; inhibition of corepressor binding, % at 4.78 µM; 320,000 compounds, 0.12% hits; AID 2300;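 active = percent inhibition above the cutoff of mean plus 3 SD of all tested compounds, set per screening campaign, cut at about 20% in these data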;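 note: 0% = DMSO wells and 100% = biotin wells as full block of FRET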
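Material: NR2E3–RetCOR corepressor complex | Quantity: 1.35 nM GST-tagged NR2E3 final | Schedule: 5 h at 4 °C | Replication: Singlicate compound wells | Reagent: RetCOR corepressor, biotinylated, 7 nM | Controls: Biotin wells as high control, 0.6% DMSO wells as low control | Signal: TR-FRET, Eu(K)-anti-GST donor, streptavidin-D2 acceptor, ex 340, em 617/671 nm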
* marks the source's active call; other numbers are inactive results; u = inconclusive; x = not tested or not shown.

SMILES	CaV13 FRET inh	Vif imaging	PDI turbidity	KKLEB tox	MITF TRPM1 inh	Shn3 inh set2	HIF-2a inh	Peg3 promoter	CF NFkB inh	NR2E3 ag-1	NR2E3 ag-2
Cn1nc(C(=O)OCC(=O)NCc2ccc(Cl)cc2Cl)c2ccccc2c1=O	-5	x	-7	10	x	-23	7	-54	-12	-9	x
CN(C)S(=O)(=O)c1cccc(N2C(=O)CC3(CCCCC3)CC2=O)c1	13	-2	-9	9	-6	6	8	-9	0	-7	-2
COc1ccc(C(=O)NC(=S)Nc2cccc3nc(C)ccc23)cc1OC	-2	-8	-2	-14	x	x	0	10	-1	-7	-1
O=C(O)C1CC1C(=O)Nc1cc(F)ccc1F (configuration not stated)	-2	3	0	-4	0	0	9	9	7	-7	-2
Cc1cccc(C(=O)NCC(=O)NCC(c2cccs2)N2CCOCC2)c1 (configuration not stated)	-5	-5	7	16	1	17	6	3	-12	-11	4
CC1CCN(C(=O)C2CCC(=O)N(Cc3ccc(Cl)cc3)C2)CC1 (configuration not stated)	-3	9	1	8	-6	3	5	-3	-22	-5	0
CCCCCN(C(=O)CCC(=O)OCc1ccccc1F)c1c(N)n(CCCC)c(=O)[nH]c1=O	-2	x	-3	-4	-5	-8	15	-3	15	9	1
Oc1ccc2c(c1)c1c3n2CCNC3CCC1 (configuration not stated)	x	-4	6	-5	0	-5	7	8	13	-38	0
Cc1ccc(N2C(=O)CS(=O)C(c3ccccc3)C2=O)cc1C (configuration not stated)	-6	2	4	-8	-38	-61	-55	-163	8	-39	-1
Clc1ccc(Sc2ccccn2)cc1	-8	8	0	4	1	-21	14	-3	-8	-13	3
Cn1c(N)c(C(C[N+](=O)[O-])c2c(F)cccc2Cl)c(=O)n(C)c1=O (configuration not stated)	-4	2	-12	-2	17	13	16	-5	3	-15	3
COc1cc(S(=O)(=O)N(C)Cc2ccc3c(c2)OCCO3)ccc1NC(C)=O	-2	-6	-12	1	-7	16	1	4	15	25	5
O=C(COC(=O)CCSc1ccc(Cl)cc1)NCc1ccc(Cl)cc1	1	28	8	0	-11	5	4	4	8	-22	3
CCCCN1CC(O)=C(c2nc(-c3ccc(Cl)cc3)cs2)C1=N	-3	0	6	9	-13	3	-2	19	25	7	-1
COc1ccc(NC(=O)CN(C)C(=O)CN2C(=O)C3CCCCC3C2=O)cc1 (configuration not stated)	-5	-5	-7	-22	-1	6	4	-12	11	2	0

Seven compounds drawn at random from those above:
SMILES	CaV13 FRET inh	Vif imaging	PDI turbidity	KKLEB tox	MITF TRPM1 inh	Shn3 inh set2	HIF-2a inh	Peg3 promoter	CF NFkB inh	NR2E3 ag-1	NR2E3 ag-2
Cn1nc(C(=O)OCC(=O)NCc2ccc(Cl)cc2Cl)c2ccccc2c1=O	-5	x	-7	10	x	-23	7	-54	-12	-9	x
CCCCCN(C(=O)CCC(=O)OCc1ccccc1F)c1c(N)n(CCCC)c(=O)[nH]c1=O	-2	x	-3	-4	-5	-8	15	-3	15	9	1
Cc1ccc(N2C(=O)CS(=O)C(c3ccccc3)C2=O)cc1C (configuration not stated)	-6	2	4	-8	-38	-61	-55	-163	8	-39	-1
Oc1ccc2c(c1)c1c3n2CCNC3CCC1 (configuration not stated)	x	-4	6	-5	0	-5	7	8	13	-38	0
COc1ccc(NC(=O)CN(C)C(=O)CN2C(=O)C3CCCCC3C2=O)cc1 (configuration not stated)	-5	-5	-7	-22	-1	6	4	-12	11	2	0
CCCCN1CC(O)=C(c2nc(-c3ccc(Cl)cc3)cs2)C1=N	-3	0	6	9	-13	3	-2	19	25	7	-1
O=C(COC(=O)CCSc1ccc(Cl)cc1)NCc1ccc(Cl)cc1	1	28	8	0	-11	5	4	4	8	-22	3

(next part)
SMILES	CaV13 FRET inh	Vif imaging	PDI turbidity	KKLEB tox	MITF TRPM1 inh	Shn3 inh set2	HIF-2a inh	Peg3 promoter	CF NFkB inh	NR2E3 ag-1	NR2E3 ag-2
CCOc1ccccc1NC(=O)COc1ccc(S(=O)(=O)N2CCCC2)cc1	-4	-5	12	-1	-3	7	9	11	9	-5	3
O=C1CNC(=S)N1c1nc(-c2ccccc2)cs1	-5	4	-3	2	-85	-137	-266	-277	-5	-70	-1
CC(=O)c1sc(NC(=O)CCCc2nc3ccccc3c(=O)[nH]2)nc1-c1ccccc1	-6	-11	-5	-27	5	5	32	34	24	16	2
CS(=O)(=O)N(CC(=O)Nc1ccc(C(N)=O)cc1)C1CCCCC1	-5	18	0	-3	4	-1	-3	6	-2	-9	0
CCOC(=O)N1CCC(Nc2nc3ccccc3n3cnnc23)CC1	-7	7	-7	-1	-1	6	24	24	-27	1	1
COc1ccc(Cc2nc3ccccc3c(=O)n2N)cc1OC	-2	-7	-1	3	6	0	14	6	-6	-16	1
COc1ccc(C(=O)Nc2ccnn2C2CCN(Cc3cn(C)nc3C)CC2)cc1	-6	8	-1	8	-5	-5	3	16	-11	-32	-4
COc1ccccc1C(=O)NNC(=O)c1nn(Cc2ccccc2)c(=O)c2ccccc12	8	0	0	4	9	-37	0	36	-14	-11	-1
COc1ccccc1NC(=O)c1ccccc1NC(=O)c1ccccc1C(=O)O	-19	-6	1	4	-3	-13	-24	-14	-6	-13	1
O=C(C1CC1)N1CCc2cc(Br)cc(S(=O)(=O)N3CCCCCC3)c21	-4	-1	9	-7	-1	2	13	28	18	-18	2
COc1ccc(-n2c(Cn3c(=O)sc4ccccc43)nnc2SCC(=O)N2CCCC2)cc1	-5	-6	x	13	4	5	3	6	-25	-11	1
COc1ccc(-n2c(SCc3ccc([N+](=O)[O-])cc3)nnc2-c2ccc(C)cc2)cc1	-3	0	5	3	-7	8	27	43	-13	-6	0
Fc1ccccc1COc1ccc(/C=N/NC(=S)NCc2ccccc2)cc1	-6	4	1	2	-1	11	-25	-1	-9	4	3
COCCCN1C(=O)C(CC(=O)NC2CCCCC2)CC(C(=O)N(C(C)C)C(C)C)=C1C (configuration not stated)	-6	x	x	-12	x	17	-6	6	-5	21	x
c1ccc(-c2nnsc2-c2ccccc2)cc1	-3	6	-6	-12	-10	10	9	15	17	-30	0

Among those listed so far, these have a COOH group:
SMILES	CaV13 FRET inh	Vif imaging	PDI turbidity	KKLEB tox	MITF TRPM1 inh	Shn3 inh set2	HIF-2a inh	Peg3 promoter	CF NFkB inh	NR2E3 ag-1	NR2E3 ag-2
O=C(O)C1CC1C(=O)Nc1cc(F)ccc1F (configuration not stated)	-2	3	0	-4	0	0	9	9	7	-7	-2
COc1ccccc1NC(=O)c1ccccc1NC(=O)c1ccccc1C(=O)O	-19	-6	1	4	-3	-13	-24	-14	-6	-13	1

Two of the compounds above, comma-delimited:
structure,CaV13 FRET inh,Vif imaging,PDI turbidity,KKLEB tox,MITF TRPM1 inh,Shn3 inh set2,HIF-2a inh,Peg3 promoter,CF NFkB inh,NR2E3 ag-1,NR2E3 ag-2
COc1ccccc1C(=O)NNC(=O)c1nn(Cc2ccccc2)c(=O)c2ccccc12,8,0,0,4,9,-37,0,36,-14,-11,-1
COc1ccccc1NC(=O)c1ccccc1NC(=O)c1ccccc1C(=O)O,-19,-6,1,4,-3,-13,-24,-14,-6,-13,1

Additional entries
SMILES	CaV13 FRET inh	Vif imaging	PDI turbidity	KKLEB tox	MITF TRPM1 inh	Shn3 inh set2	HIF-2a inh	Peg3 promoter	CF NFkB inh	NR2E3 ag-1	NR2E3 ag-2
COc1ccc(CCNC(=O)Cn2cc(C(F)(F)F)cc(Cl)c2=O)cc1	-3	-3	-11	15	1	2	8	1	-2	-3	-2
CCCn1c(C)cc(C(=O)COC(=O)c2cc(S(=O)(=O)NCC(C)C)c(Cl)cc2Cl)c1C	-1	6	0	4	-20	4	1	-19	-8	-12	0
CC(=O)N1CCN(c2ccc(S(C)(=O)=O)cc2[N+](=O)[O-])CC1	-2	19	0	-1	1	-3	18	19	3	-5	-1
CC(=O)N1N=C(c2ccco2)CC1c1ccc(C)cc1 (configuration not stated)	-2	-5	-8	10	-5	-5	3	-9	-10	-17	2
COc1cc(Br)cc2cc(C(=O)N3CCN(C(=O)c4ccco4)CC3)c(=O)oc12	x	0	-8	-8	7	25	9	6	-11	0	7
Cc1cc2c(=O)n(Cc3ccco3)c(SCC(=O)c3ccc(Cl)s3)nc2s1	-8	-21	7	-5	2	83	-13	4	-8	-15	-1
COc1cc(C(=O)N2CCN(C(=O)C3CCCO3)CC2)cc(OC)c1OC (configuration not stated)	-2	6	-4	7	5	-7	10	-4	-5	-1	0
COc1cc(F)ccc1-c1csc(C(NC(C)=O)c2ccc(F)c(F)c2)n1 (configuration not stated)	-11	5	1	-1	x	-7	-30	-5	-22	-13	x
Cc1cc(C)c(C#N)c(Nc2ccc3c(c2)OCCO3)n1	-6	x	0	-1	-10	-30	-44	-37	-5	-9	2
OC[C@@H]1CN(Cc2ccccc2)C[C@H](n2cnc3c(N4CCCC4)ncnc32)O1	-11	1	5	8	x	-14	6	11	-15	-10	x
CC1CCc2cc(F)ccc2N1C(=O)CSc1nnc2c3ccccc3n(C)c2n1 (configuration not stated)	-10	-3	-6	10	-1	29	-12	12	-12	-3	0
Cc1ccc(NC(=O)CCNS(=O)(=O)c2ccccc2)cc1S(=O)(=O)N1CCOCC1	-17	-10	-3	1	5	11	-1	7	19	12	6
COc1ccc(N/C=C(\C=C\C#N)S(=O)(=O)c2ccccc2)cc1	-9	87*	2	-8	-9	0	15	-1	12	-14	1
O=C(/C=C/c1ccco1)NCc1ccc2c(c1)OCO2	5	-2	12	-13	9	1	-60	-17	-6	-13	1
CCOC(=O)c1c(-c2ccccc2)csc1NC(=O)c1cc(-c2ccccc2OC)on1	-13	9	-6	18	5	7	18	-8	6	9	1
Cc1ccc(CCNC(=O)C2CCN(S(=O)(=O)c3ccc4c(c3)oc(=O)n4C)CC2)cc1	-2	u	6	4	4	-1	-8	11	1	2	4
COc1ccc(-c2nc(SC(CC(=O)NCc3ccccc3)c3ccc(OC)c(OC)c3)n[nH]2)cc1 (configuration not stated)	7	-5	16	-27	14	23	26	5	0	-10	4
COc1ccc(-n2c(C)cc(C(=O)CSc3nnc(-c4ccoc4C)n3C)c2C)cc1	-4	1	-11	-16	9	28	7	7	-4	-7	3
O=C(O)Cc1c[nH]c2cccc(O)c12	x	-7	x	7	x	16	20	10	13	-3	1
CC1(C)Oc2cc3oc(C(=O)O)cc(=O)c3cc2-c2ccccc21	-6	-2	6	-13	x	-21	14	0	19	-23	x
COc1ccc(NCC(=O)Nc2c(C)cccc2C)cc1S(=O)(=O)N1CCOCC1	-5	8	-5	-6	x	9	13	0	0	-16	x
